# NPY-Y1 PAM-ag: NPY-Y1 receptor potentiators or agonists, primary screen, cell-based | AID 1304, 2008 | activation, % at 3.6 µM | NPY-Y1 expressing cells, potentiator/agonist activation | Neuropeptide Y receptor type 1 (Homo sapiens), P25929 | 0.37% of 220,000 active; in the data active = activation above about 33%, passing the limit was not always enough;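 note: cells stimulated with NPY at EC10 then isoproterenol at EC100; 0% = low agonist plus stimulus and 100% = saturating agonist plus stimulus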
# Target sequence (P25929 whole entry, looked up): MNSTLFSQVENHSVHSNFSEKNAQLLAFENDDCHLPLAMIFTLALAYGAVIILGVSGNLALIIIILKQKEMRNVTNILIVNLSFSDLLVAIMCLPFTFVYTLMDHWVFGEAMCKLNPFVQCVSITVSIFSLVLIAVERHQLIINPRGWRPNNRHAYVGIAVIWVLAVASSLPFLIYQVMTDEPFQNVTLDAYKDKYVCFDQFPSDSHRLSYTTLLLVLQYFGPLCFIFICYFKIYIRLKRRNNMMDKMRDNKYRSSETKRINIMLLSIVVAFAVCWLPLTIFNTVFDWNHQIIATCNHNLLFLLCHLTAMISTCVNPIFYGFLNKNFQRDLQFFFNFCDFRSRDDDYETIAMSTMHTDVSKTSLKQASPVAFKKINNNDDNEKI
# TRPML3 agonist: human TRPML3 channel agonists, primary screen, cell-based, HEK293 TRPML3-YFP, Fluo-8 calcium fluorescence, 3 µM | AID 1448, 2008 | Mucolipin-3 (Homo sapiens), Q8TDD5 | 100% = the carbachol control signal | activation, % at 3 µM | 0.29% of 220,000 active;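 active = activation above its plate's cutoff, the mean activation of the plate's test wells plus 3 SD, cut at about 12% in these data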;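 note: 0% = DMSO only wells and 100% = carbachol wells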
#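 Test system: TRPML3-YFP stable HEK293 cells. Doses: single point at 3 µM. Incubation: dye loading 1 h 37 °C then 30 min ambient, 125 s read. Signal: Fluo-8 calcium dye fluorescence, ex 470-495, em 515-575 nm. Measure: percent activation from peak-to-basal fluorescence ratio, scaled between DMSO and carbachol.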
# CHOP inhibitor: inhibitors of CHOP promoter induction, primary screen, cell-based, unfolded protein response, luciferase reporter; CHO-K1 CHOP-promoter luciferase, tunicamycin-induced, 15-18 h; 3.8% of 220,000 active; AID 2732, 2010; inhibition, % at 10 µM;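 active = compounds that reduced the stress-induced luciferase reporter signal by more than about 70% of percent inhibition, limit read from the data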;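 note: 0% = tunicamycin plus vehicle and 100% = wells without tunicamycin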
# TRPN1 ag: zebrafish TRPN1 channel agonists, primary screen, cell-based, HEK293, calcium fluorescence. 0.18% of 220,000 active. transient receptor potential cation channel N1 (TRPN1/NompC), Danio rerio. HEK293 zebrafish TRPN1-YFP, Fluo-8 calcium fluorescence; 100% = response to 87 µM carbachol. AID 1424, 2008. activation, % at 3 µM;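 active = activation above its plate's cutoff, the mean activation of test wells on that plate plus 3 SD, cut at about 19% in these data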;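 note: 0% = DMSO alone and 100% = 87 µM carbachol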
#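 Material: zebrafish TRPN1-YFP in HEK293 cells. Doses: one dose of 3 µM, 0.3% DMSO. Incubation: dye 1 h 37 °C plus 30 min RT. Measured by: intracellular calcium fluorescence with Fluo-8.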
# NPY Y1 blocker: NPY-Y1 receptor antagonists, primary screen, cell-based | Neuropeptide Y receptor type 1 (Homo sapiens), P25929 | HEK293-CNG Y1 cells, membrane potential fluorescence; NPY at EC95, then isoproterenol | inhibition, % at 3.6 µM | 1% of 200,000 active | AID 1040, 2008;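 active = inhibition above the campaign mean inhibition of all tested compounds plus 3 SD, cut at about 20% in these data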;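 note: 0% = DMSO wells given NPY plus isoproterenol and 100% = isoproterenol alone without NPY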
#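 Material: Y1- and CNG-channel-expressing HEK293 cells / Probe or stimulus: NPY 25 nM then isoproterenol 1 µM plus Ro 20-1724 25 µM / Doses: 3.6 µM single dose, DMSO 0.4% / Schedule: compound incubation 1 h at room temperature, readout 45 min post-stimulation / Signal: membrane potential fluorescence / Benchmarks: isoproterenol-only wells as full block versus NPY-plus-isoproterenol wells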
# EP2 modulator: EP2 receptor modulators, cAMP readout, primary screen, cell-based, HTRF cAMP, PGE2 stimulation; induction, % at 25 µM; EP2-expressing cells, cAMP HTRF FRET, PGE2 co-stimulation; AID 940, 2007; 0.83% of 260,000 active; Prostaglandin E2 receptor EP2 subtype (Homo sapiens), P43116;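 active = compounds whose cAMP rise, as percent of the full-agonist control response, exceeds 60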;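 note: rat C6 glioma line stably carrying human EP2 under a CMV promoter; the protocol text gives 20 µM as final concentration; 100% = response of wells given 1 µM PGE2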
# Target sequence (P43116 whole entry, looked up): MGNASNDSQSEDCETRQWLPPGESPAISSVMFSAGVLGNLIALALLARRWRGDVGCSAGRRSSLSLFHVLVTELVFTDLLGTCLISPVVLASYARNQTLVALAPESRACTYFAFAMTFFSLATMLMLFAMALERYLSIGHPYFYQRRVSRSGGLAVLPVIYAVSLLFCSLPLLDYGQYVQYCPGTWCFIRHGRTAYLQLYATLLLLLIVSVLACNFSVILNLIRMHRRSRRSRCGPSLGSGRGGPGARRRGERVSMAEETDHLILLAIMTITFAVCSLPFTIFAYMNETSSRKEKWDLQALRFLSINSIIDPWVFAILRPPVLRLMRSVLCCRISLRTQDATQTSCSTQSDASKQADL
# PGE2 EP2 inh: human EP2 receptor antagonists, primary screen, TR-FRET cAMP, C6 glioma cells. Prostaglandin E2 receptor EP2 subtype (Homo sapiens), P43116. 0.52% of 260,000 active. C6 glioma cells expressing human EP2; cells stimulated with saturating PGE2. inhibition, % at 25 µM;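 active = percent inhibition above 40 after rounding to a whole number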;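 note: rat C6 glioma host cells with rolipram phosphodiesterase inhibitor present; the protocol text gives 20 µM as final concentration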
# 14-3-3 Bad PPI: inhibitors of 14-3-3 zeta/Bad binding, primary screen, biochemical, TR-FRET, bovine 14-3-3 zeta. 0.71% of 220,000 active. AID 781, 2007. TR-FRET 14-3-3zeta/Dy647-pBad peptide displacement, 1 h. inhibition, % at 21.7 µM;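 active = inhibition above about 70%, limit read from the data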;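 note: 0% = full 14-3-3 plus peptide FRET controls and 100% = background without 14-3-3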
# Target sequence (P63103 whole entry, looked up): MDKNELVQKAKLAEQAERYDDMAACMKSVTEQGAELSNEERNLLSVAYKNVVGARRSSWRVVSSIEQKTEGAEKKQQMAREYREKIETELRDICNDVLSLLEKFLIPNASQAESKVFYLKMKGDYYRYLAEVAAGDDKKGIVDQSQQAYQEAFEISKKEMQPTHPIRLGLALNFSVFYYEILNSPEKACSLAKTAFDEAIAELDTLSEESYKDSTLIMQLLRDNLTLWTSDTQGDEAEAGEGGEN
# PPC-1+TRAIL kill: compounds killing PPC-1 cancer cells with TRAIL present, primary screen, TRAIL potentiator project, ATPLite luminescence, uHTS | PPC-1 cells + TRAIL, ATPLite viability luminescence | cell killing (% activity), % at 4 µM | 0.41% of 220,000 active;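 active = cell killing above 50% in the first pass at 4 µM, then a duplicate retest at 5 µM averaging 50% or more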;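 note: plate controls were cells with TRAIL plus DMSO for no effect and medium-only wells lacking cells for full effect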
# The depositor's hits bear a star; · = no result given; [ ] = dose if it differs, or a comment.
SMILES,NPY-Y1 PAM-ag,TRPML3 agonist,CHOP inhibitor,TRPN1 ag,NPY Y1 blocker,EP2 modulator,PGE2 EP2 inh,14-3-3 Bad PPI,PPC-1+TRAIL kill
Cc1cc(C)c2c(=O)[nH]c(SCC(=O)Nc3ccccc3)nc2n1,-7.5,1.3,19.9,-0.3,-0.6,12.7,14.2,3.0,10.9
CCOC(=O)c1ccc(NC(=O)Nc2ccc(F)cc2)cc1,26.2,10.2,46.6,20.9*,-1.8,-2.5,15.0,3.2,-7.4
O=C(NCc1ccccc1)Nc1cccc2ccccc12,-2.7,-0.3,7.0,-1.8,0.4,-17.2,7.2,1.4,1.0
COCCn1c(Cc2ccccc2)nnc1SCC(=O)NC(C)C,-2.6,0.3,-9.3,1.5,-1.1,20.9,·,4.8,5.0
CCCCN(C(=O)CSc1nnnn1C)c1c(N)n(Cc2ccccc2)c(=O)[nH]c1=O,-12.2,0.0,4.6,-0.5,·,29.8,7.8,3.2,18.7
Clc1ccsc1-c1ccnc(-n2cccc2)n1,4.0,0.4,-7.3,-0.2,9.3,30.9,5.2,-14.9,24.1
CCn1c(CCCOc2ccc(Cl)cc2Cl)nnc1SCC(=O)Nc1cc(F)ccc1C,0.1,0.0,84.0*,2.2,10.1,14.1,8.3,-1.5,0.0
CCO[C@H]1OC(C(=O)NC2CC2)=C[C@@H](c2ccc3c(c2)OCO3)[C@@H]1CCCO,-16.2,0.0,0.9,-0.7,14.1,9.8,8.1,-5.2,9.4
O=C(O)c1nc(-c2ccccc2)n(-c2ccc(Cl)cc2)n1,1.8,-0.2,17.5,1.2,2.4,22.7,7.6,-7.7[fluorescence artefact?],24.9
COCCNC(=O)NC(=O)CSc1nc(C)c(C)c(C)n1,10.3,0.9,-17.2,2.0,-2.6,9.0,3.6,-7.2,-14.1
CC(C)N1CCN(Cc2cccn2-c2ccccn2)CC1CCO (configuration not stated),6.5,1.6,-2.2,-1.2,-2.0,-0.8,3.0,-12.5,6.2
CC1(C(=O)OCc2cc(=O)n3cc(Br)ccc3n2)CC1(Cl)Cl (configuration not stated),-2.3,1.0,-19.7,0.7,3.9,-6.6,17.2,-6.2,2.6
O=S(=O)(c1cccc(S(=O)(=O)N2CCCC2)c1)c1cccc(S(=O)(=O)N2CCCC2)c1,-2.4,1.1,39.3,1.0,-2.3,12.1,5.2,-6.4,10.2
O=C(CN1C(=O)COc2ccccc21)N1CCc2ccccc2C1,-1.8,0.5,2.3,0.6,10.3,-55.9,3.9,11.3,28.3
CCN(CC)C(=O)CSc1nc2ccccc2c(=O)n1CCC(=O)NCc1ccc(F)cc1,-6.7,1.0,19.2,-0.8,3.0,-3.2,1.1,3.2[fluorescence artefact?],-0.7
O=C(Nc1ccc(S(=O)(=O)Nc2ncccn2)cc1)C1=NN(c2ccccc2)C(=O)CC1,14.5,0.7,-5.5,2.6,·,19.1,5.2,11.2,-8.3
O=C(Nc1ccc(OCC(F)(F)C(F)F)cc1)c1ccncc1,0.2,3.4,26.4,6.5,1.7,-29.4,4.3,-7.3,19.0
CCOc1ccc(Cl)cc1CNCCNCC(C)O (configuration not stated),-33.0,0.2,-2.5,1.0,6.4,20.6,11.9,22.9,13.8
CCCCNC(=O)/C(C#N)=C/c1ccc2c(c1)OCCO2,11.2,0.9,-3.5,-0.5,-0.5,-17.0,5.8,3.4,23.0
Cc1ccc(-c2cc(-c3cccc(F)c3)n[nH]2)c(O)c1,-8.7,-0.2,-58.6,0.9,-2.0,-37.4,24.8,6.8,25.6
CCS(=O)(=O)Nc1ccc(C(=O)OC)cc1,-6.6,0.3,41.3,0.7,6.9,0.7,2.7,0.7,-1.3
Cc1ccc(-n2nc(C)c(C(=O)O)n2)c(C)c1,-38.7,1.0,-2.1,0.1,9.9,22.1,8.3,-8.6[fluorescence artefact?],0.9
CC(C)c1ccc2[nH]c(O)c(N=NC(=O)c3cccc(S(=O)(=O)Nc4ccccc4Cl)c3)c2c1,-11.3,0.7,26.8,0.1,4.2,-0.3,6.1,4.7,24.7
NS(=O)(=O)c1ccc(-c2ccc(C=O)o2)cc1,10.2,0.5,44.0,0.3,-3.5,8.9,3.5,-3.8,4.3
Cn1c(=O)c2c(nc(-n3ccnc3)n2C)n(C)c1=O,12.4,0.5,16.6,-1.4,5.2,15.6,7.7,-12.7[fluorescence artefact?],11.3
Cc1onc(-c2ccccc2)c1C(=O)NCCc1ccc(Cl)cc1,-10.9,-0.2,30.9,-1.2,4.1,-33.0,6.1,3.0,17.4
O=C(NCC12CC3CC(CC(C3)C1)C2)c1nn2cccnc2c1Cl,6.8,0.7,17.2,-0.5,8.6,0.1,8.8,1.8,18.0
Cc1cc(C)c2cc3c(N)c(C(=O)Nc4c(C)[nH]c(=O)[nH]c4=O)sc3nc2c1,2.1,-0.2,-6.3,-1.4,15.0,-5.4,3.2,33.4,5.4
CCOC(=O)C(CCCCP(=O)(c1ccccc1)c1ccccc1)(NC(C)=O)C(=O)OCC,-0.2,0.1,0.7,0.2,·,17.9,5.2,6.2,-9.9
CCCn1c(-c2ccc(OC)cc2)nc2c(=O)n(C)c(=O)[nH]c21,0.4,0.2,15.7,0.7,1.5,24.6,13.3,4.3,11.1

# Three entries out of the list, sorted by formula weight, highest first.
SMILES,NPY-Y1 PAM-ag,TRPML3 agonist,CHOP inhibitor,TRPN1 ag,NPY Y1 blocker,EP2 modulator,PGE2 EP2 inh,14-3-3 Bad PPI,PPC-1+TRAIL kill
O=C(NCC12CC3CC(CC(C3)C1)C2)c1nn2cccnc2c1Cl,6.8,0.7,17.2,-0.5,8.6,0.1,8.8,1.8,18.0
CCCCNC(=O)/C(C#N)=C/c1ccc2c(c1)OCCO2,11.2,0.9,-3.5,-0.5,-0.5,-17.0,5.8,3.4,23.0
Cc1ccc(-n2nc(C)c(C(=O)O)n2)c(C)c1,-38.7,1.0,-2.1,0.1,9.9,22.1,8.3,-8.6[fluorescence artefact?],0.9

# (continued)
SMILES,NPY-Y1 PAM-ag,TRPML3 agonist,CHOP inhibitor,TRPN1 ag,NPY Y1 blocker,EP2 modulator,PGE2 EP2 inh,14-3-3 Bad PPI,PPC-1+TRAIL kill
FC(F)(F)c1cc(Sc2ccccc2)nc(-c2ccccn2)n1,1.3,-1.3,71.2*,-1.8,2.7,20.4,7.7,7.9,16.0
Oc1cccc(NC(=S)Nc2ccc(SC(F)F)cc2)c1,5.7,0.8,18.9,1.0,-1.4,-81.4,15.1,-18.3,-1.6
Cc1nn(-c2ccccc2)c2nc(N)c(C#N)c(-c3ccc(C(C)(C)C)cc3)c12,-17.0,-0.1,37.8,0.3,·,-3.0,7.9,31.7,-1.1
Cc1ccc(N2C(=O)NC(NC(=O)c3ccc(Cl)cc3)(C(F)(F)F)C2=O)cc1 (configuration not stated),-11.3,-0.6,63.8,-0.8,6.5,13.6,7.3,-16.2,29.6
CCN(CC)C(=O)CSc1nc2ccccc2o1,1.4,0.0,-7.7,-0.7,4.5,23.7,19.7,1.9,-4.4
C=CCn1c(CCC(O)COCCCCC)n[nH]c1=S (configuration not stated),-6.3,0.1,2.5,-0.2,·,3.5,7.2,-2.0,7.0
COCC(O)CSc1nc(C)[nH]c1[N+](=O)[O-] (configuration not stated),-7.4,1.0,-34.5,0.1,3.9,20.6,20.1,-10.7,22.3
O=C(NCCN1CCOCC1)c1nn2c(c1Cl)NC(c1ccccc1)CC2C(F)(F)F (configuration not stated),-6.4,1.9,32.1,1.1,2.8,-10.3,·,3.1,15.6
CC(NC(=O)C1CCCN1S(=O)(=O)c1cccc2cccnc12)c1ccccc1 (configuration not stated),7.9,0.2,19.4,0.8,9.5,-5.1,11.8,6.6[fluorescence artefact?],21.1
O=C(COC(=O)[C@H](Cc1ccccc1)N1C(=O)c2ccccc2C1=O)Nc1ccc2c(c1)OCO2,7.7,0.4,39.3,-0.5,3.8,-27.9,9.3,-3.3[fluorescence artefact?],14.3
COc1ccc(Cl)cc1NC(=O)CSc1nnc(COc2ccccc2)n1C,-5.7,-0.2,79.9*,0.0,0.7,2.0,16.9,6.9,21.3
COc1ccccc1NC(=O)C1=C(C)Nc2nnnn2C1c1cccc(C)c1 (configuration not stated),6.3,0.2,23.1,-0.8,-0.3,13.3,9.3,5.3,14.6
O=C(O)CCN1C(=O)c2ccc(NC(=O)C(c3ccccc3)c3ccccc3)cc2C1=O,2.5,0.9,-7.3,0.8,·,23.0,2.9,-0.9,-16.2
CN(C)/C=N/c1sc2c(c1C(N)=O)CCCC2,10.8,0.5,17.1,-0.9,-1.5,-1.4,9.7,-27.9,-1.2
O=C1C=C(Nc2ccccc2)CC(c2ccccc2)C1 (configuration not stated),-8.1,0.3,6.9,0.7,9.8,-31.7,0.5,-3.9,9.0
Cc1nc(NC(=O)c2oc3ccccc3c2C)sc1C(=O)N(C)C,-3.5,-0.2,-26.2,1.0,2.3,16.4,8.1,2.9[fluorescence artefact?],22.9
CCNC(=S)N/N=C/c1ccc(OCC(=O)Nc2ccc(OC)cc2)c(OC)c1,-53.5,-0.4,-8.7,2.7,0.5,-27.4,13.3,2.3,2.6
CSc1ncccc1C(=O)OCc1ccc(C#N)cc1,8.2,0.4,0.3,-0.2,6.7,31.0,10.8,1.2,10.0
CC(C)(C)OC(=O)NCCc1nnc(SCC(N)=O)o1,-4.6,0.6,3.3,1.8,-1.6,14.6,-0.5,-11.4[fluorescence artefact?],7.3
Cc1cccc(NC(=O)Nc2ccccn2)c1C,11.6,0.3,2.2,0.5,·,-4.8,12.1,-3.3,6.5
Cc1noc(C)c1COC(=O)CCc1nc2ccccc2c(=O)[nH]1,-1.5,0.3,-11.7,-1.2,-0.3,18.6,12.3,-2.0,15.1
Cc1c(NC(=O)CSc2nc3ccccc3[nH]2)c(=O)n(-c2ccccc2)n1C,10.2,0.5,17.4,-0.3,5.2,3.1,8.0,0.1,-7.6
COc1ccc(NC(=O)c2cccc(Cn3cc(Br)c([N+](=O)[O-])n3)c2)c(C)c1,-14.8,1.1,37.6,2.6,-2.1,-30.5,3.6,-1.3,19.1
O=C(Nc1ccc2c(c1)OCCO2)c1ccc(S(=O)(=O)N2CCCCC2)cc1,-24.6,0.1,-6.3,1.3,3.9,-17.2,12.6,5.1,-0.3

# Assay outcomes from PubChem BioAssay.

# Not all compounds are listed; the hit share may differ from the screen's.
